Screening data deposited in PubChem BioAssay by Fisher Drug Discovery Resource Center.
mcGAS MS inh: inhibitors of Mus musculus cyclic GMP-AMP synthase, initial high-throughput assay, cell-free, RapidFire MS; recombinant mouse cGAS, cGAMP by RapidFire MS; inhibition, % at 12.5 µM; 0.18% of 130,000 active; AID 1259397, 2018; Q8C6L5;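 active means inhibition of cGAS enzyme activity at or above 60%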;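 further: enzyme stimulated by 45 bp dsDNA with ATP and GTP substrates; cGAMP share of summed cGAMP plus half ATP and half GTP signals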
Target sequence (Q8C6L5 whole entry, looked up): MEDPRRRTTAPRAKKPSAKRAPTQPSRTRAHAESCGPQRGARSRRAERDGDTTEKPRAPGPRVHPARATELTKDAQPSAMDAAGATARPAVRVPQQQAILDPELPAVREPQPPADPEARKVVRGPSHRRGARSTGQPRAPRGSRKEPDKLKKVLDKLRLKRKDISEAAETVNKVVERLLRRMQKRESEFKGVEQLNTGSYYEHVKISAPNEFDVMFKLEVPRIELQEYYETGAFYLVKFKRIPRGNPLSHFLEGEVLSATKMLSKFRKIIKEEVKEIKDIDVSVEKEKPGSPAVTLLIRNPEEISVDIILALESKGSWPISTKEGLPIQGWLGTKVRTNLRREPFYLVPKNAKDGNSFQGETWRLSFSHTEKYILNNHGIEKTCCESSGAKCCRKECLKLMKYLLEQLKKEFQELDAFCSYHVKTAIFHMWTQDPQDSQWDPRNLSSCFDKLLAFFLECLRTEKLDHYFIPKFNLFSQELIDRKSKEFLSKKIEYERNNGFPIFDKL
* marks the source's active call; other numbers are inactive results. Some of the compounds tested (hit frequency here may not be typical).

SMILES | mcGAS MS inh
COc1ccccc1OC1CN(Cc2ccc(C(=O)O)cc2)C1 | 0.6
Cc1[nH]cnc1CN1CCC(=O)NCC1C (stereo not drawn) | -3.0
Cc1cccc(CCNC(=O)CC2C(=O)NCCN2CCCc2ccccc2)n1 (stereo not drawn) | -2.8
CCOc1cc2c(cc1OCC)CN(Cn1nc(C3CC3)n(CC)c1=S)CC2 | -7.0
Cc1nc2ccccn2c1P(=Nc1ccc([N+](=O)[O-])cc1)(N1CCOCC1)N1CCOCC1 | -8.3
O=C1COc2cc(NC(=O)N(Cc3cccnc3)CC3CCCO3)c(Cl)cc2N1 (stereo not drawn) | -6.2
Cc1cc(C)cc(NC(=O)CCn2cnc3sc4c(c3c2=O)CCCC4)c1 | -8.6
CN1CCN([C@H]2CN(Cc3ccc(Sc4nncn4C)o3)C[C@@H]2O)CC1 | -27.3
O=C(c1cccnc1)N1CCc2c(ncnc2NCCn2cccn2)C1 | -23.5
Cc1nc(C(C)NC(=O)c2[nH]c3c(C)ccc(C)c3c2C)n[nH]1 (stereo not drawn) | -19.2
CN(C)S(=O)(=O)c1ccc(C(=O)Oc2cc(=O)[nH]c3ccccc23)cc1 | 2.9
COc1cccc2sc(N(Cc3cccnc3)C(=O)c3cc(C)nn3C)nc12 | -7.2
CCn1c(SC(C)C(N)=O)nnc1-c1ccco1 (stereo not drawn) | 17.9
CCc1nc2c(c(=O)c3ccccc3n2C)c(=O)n1Cc1ccco1 | -8.1
Cn1c(SCc2nnc(-c3ccc(Cl)cc3)o2)nnc1-c1ccc(Cl)cc1 | -5.5
COc1cc2ccccc2cc1C(=O)N1CCNC(=O)C1C (stereo not drawn) | -10.8
CN(CCc1ccccn1)C(=O)CCC1CCCN(C(=O)c2cccc(N(C)C)c2)C1 (stereo not drawn) | -7.2
Cn1nc(CO)c2c1CCN(c1ncnc3c1CCNC3)C2 | -35.2
Cc1nc2c(c(=O)c3ccccc3n2C)c(=O)n1C(C)c1ccccc1 (stereo not drawn) | -10.9
CC(C)C(CNC(=O)CN(C)S(C)(=O)=O)Nc1ccccc1 (stereo not drawn) | -8.7
Cc1ccc(Nc2cc(C)nc(N3CCN(C(=O)Nc4cc(C)ccc4C)CC3)n2)cc1 | -8.9
CNC(=O)C(NC(=O)CNc1ccc(F)c(C)c1)c1ccccc1 (stereo not drawn) | 4.3
CC(=O)c1cc(C2CC(=O)Nc3c2c(C)nn3Cc2ccccc2)cs1 (stereo not drawn) | -4.0
O=C(c1ccc2nc(C3CCCCC3)oc2c1)N1CCC(Oc2cccnc2)CC1 | -5.3
O=S1(=O)C=CC(N2CCCCC2)C1 (stereo not drawn) | 43.8
Later entries.
SMILES | mcGAS MS inh
CNc1cccc(-c2cccc(C(=O)N(C)C)c2)n1 | 5.0
Cc1ccccc1-c1nc(OCC(C)C)n[nH]1 | -1.2
Cc1ccc(C)c(C(=O)CN2C(=O)NC(C)(c3ccc(C(C)(C)C)cc3)C2=O)c1 (stereo not drawn) | -3.2
CCc1nc(CN2CCN3CCN(C)CC3C2)c(C)[nH]1 (stereo not drawn) | -6.6
Cc1ccc(CSc2ncc(CO)n2CC(N)=O)cc1 | -5.9
CCc1ccc2nc(N3CCCN(C(=O)COC)CC3)cc(C)c2c1 | -11.4
Fc1ccc(CN2C3=NCCN3c3ccccc32)cc1 | -8.6
CN(c1nc(N)c2c(N)nc3c(c2c1C#N)CC(=O)N3Cc1cccs1)C1CCS(=O)(=O)C1 (stereo not drawn) | 3.6
CCCC(C)(CO)NCc1c(F)cccc1N1CCCC1 (stereo not drawn) | -4.9
O=C(O)CCNC(=O)c1ccccc1 | -8.6
CCCCc1ncc2c(n1)CCN(Cc1cccc(Cl)c1)C2=O | 4.0
O=c1c2nnn(Cc3ccc(Cl)cc3)c2ncn1Cc1ccc(C(F)(F)F)cc1 | 6.0
CCCCC(=O)N1CCN(S(=O)(=O)c2cc3c(cc2Cl)NC(=O)CO3)CC1 | -4.6
CCn1c(CCNC(=O)CCc2ccsc2)n[nH]c1=S | -7.9
CCN(CC)S(=O)(=O)c1c(C)nn(CCC2CCCCN2C)c1C (stereo not drawn) | -3.7
COc1ccc(CNC(=O)CCn2cc([N+](=O)[O-])nc2C)cc1 | -5.0
CC(C)c1ccc(CN2CCC2(C)C(=O)Nc2cccc3cccnc23)cc1 (stereo not drawn) | -5.5
CNc1ccc2ncc(-c3ccccc3F)n2n1 | 14.8
COc1ncc(C(=O)N(Cc2cnn(C)c2)C(C)C)cn1 | -11.7
CCCNc1ncc(CN2CCOC(Cc3cccc(F)c3)C2)cn1 (stereo not drawn) | -27.5
CCOc1ccc(N(Cc2nnc3n2CCCCC3)C(=O)Nc2ccc(OC)cc2)cc1 | -0.8
Cc1ccc2nc(C)c(C(=O)N[C@@H](Cc3ccc(O)cc3)C(=O)O)cc2c1 | -1.0
Cc1ccc(C2(C(F)(F)F)Cc3nc4ccccc4n3C(=O)N2)cc1 (stereo not drawn) | -1.5
CCc1ccc(CNCC2CCCN2CC)cc1 (stereo not drawn) | 0.1
CN(C)S(=O)(=O)N1CCC(n2nccc2NC(=O)Nc2ccccc2Cl)CC1 | -2.2
Next section.
SMILES | mcGAS MS inh
Cc1c(C(C)NC(=O)c2csc3c2CCCC3)cnn1-c1ccccn1 (stereo not drawn) | -5.7
C=CCn1c(=S)sc2c(SC)nc(C)nc21 | 3.3
CC(C)S(=O)(=O)NC(=O)C1(C)CCN1C(=O)Cc1ccc(-c2ccccc2)cc1 (stereo not drawn) | -1.6
CCN1CCN(C(=O)Cn2ccsc2=NC(=O)c2cccc(OC)c2)CC1 | -3.5
CCC1C(=O)NCCN1c1ncnc2c1nnn2-c1ccccc1 (stereo not drawn) | -29.7
CN(C)CCCNc1c(SCc2ccccc2)cnn(Cc2ccccc2)c1=O | -4.7
COc1ccc(CN2CCN(Cc3nccs3)CC2CCO)c(C)c1C (stereo not drawn) | -4.3
Cc1nc(SCc2cc(=O)n3ccsc3n2)c2c3c(sc2n1)CC(C)CC3 (stereo not drawn) | -10.4
CCCC(C)(C)C(=O)N1CCC1(C)C(=O)Nc1cccc2c1CCCC2 (stereo not drawn) | 5.1
CCC1CN(CCCn2cnc3c(N)ncnc32)CCN1CCOC (stereo not drawn) | -1.0
COC1(OC)N=C(N)C2(C#N)C(c3ccc(SC)cc3)C12C#N (stereo not drawn) | 9.0
Cc1ccc(NC(C)(C)C(=O)N[C@@H]2CC[C@@H](N)C2)cc1 | -16.5
COC(=O)c1ccc(N2C(=O)C(C)Oc3ccc([N+](=O)[O-])cc32)cc1 (stereo not drawn) | 7.1
C=C(C)Cn1c(CCCCCCCCCCC)nc2ccccc21 | 2.9
Cc1ccccc1-n1ncc2c(C)nn(Cc3ccc(F)cc3)c(=O)c21 | -3.1
CCCn1c(=O)[nH]c(=O)c2c1nc(C)n2CCOC | -10.7
CCOCCCn1c(=N)c(C(=O)OCC)cc2c(=O)n3cccc(C)c3nc21 | -6.6
CCC(c1ccccn1)N(C)Cc1ncc[nH]1 (stereo not drawn) | -4.6
CSCc1c(C(=O)Nc2nccs2)oc2ccccc12 | -12.1
O=C(NCCc1c[nH]c2ccccc12)c1cn[nH]n1 | -26.5
O=C(Cc1n[nH]c(=O)c2ccccc12)OCc1nc2ccccc2c2ccccc12 | -5.7
NC(=O)Cc1csc(NC(=O)c2ccccc2Cc2ccccc2)n1 | -30.3
O=C(NC(=S)N1CCCCC1CO)C12CC3CC(CC(C3)C1)C2 (stereo not drawn) | 6.0
COc1ccc(OC)c(/C=C2\C(=N)N3N=C(C)SC3=NC2=O)c1 | -9.9
COCCn1c(=NC(=O)c2ccc3ncsc3c2)sc2cc(OC)ccc21 | -6.3

Some of these compounds in order of number of heavy atoms, rising:
SMILES | mcGAS MS inh
COC1(OC)N=C(N)C2(C#N)C(c3ccc(SC)cc3)C12C#N (stereo not drawn) | 9.0
COC(=O)c1ccc(N2C(=O)C(C)Oc3ccc([N+](=O)[O-])cc32)cc1 (stereo not drawn) | 7.1
O=C(Cc1n[nH]c(=O)c2ccccc12)OCc1nc2ccccc2c2ccccc12 | -5.7

Remaining list, next part.
SMILES | mcGAS MS inh
O=S(=O)(c1ccc2ccccc2c1)N1CCCc2ccccc21 | -2.8
CCc1cnc(C)nc1N1CCC(O)(Cc2ccccc2)CC1 | -37.7
CC(C)(C)c1ccc(NC(=O)c2ccc(CSc3nnc4ccccn34)cc2)cc1 | -1.9
CN1CC2(CCN(C(=O)CCOc3ccccc3)C2)OC1=O (stereo not drawn) | -15.1
O=c1ccc(-c2cccs2)nn1CCCNS(=O)(=O)c1ccc(C(F)(F)F)cc1 | 4.2
Cc1ccc(C)c(Nc2nc(NCCN(C)C)nc3nccnc23)c1 | -16.7
CC1(C)CCC(C)(C)c2cc(C3(c4ccc(C(=O)O)cc4)OCCO3)ccc21 | -11.1
CCCc1cc(C(=O)N2CCCC(c3nn(C)c(=O)n3CC)C2)no1 (stereo not drawn) | -6.9
CC(=O)NC1CCN(c2ccnc3cc(Br)ccc23)CC1 | -5.0
O=C(O)c1cc(-c2cccnc2)cc(S(=O)(=O)N2CCCCCC2)c1 | 8.3
CC(C)CC1(CO)CCCN(Cc2ncc[nH]2)C1 (stereo not drawn) | -6.9
CC(OC(=O)c1cc(Br)c[nH]1)C(=O)Nc1ccccc1Cl (stereo not drawn) | 0.0
COc1ccccc1-c1cc(CN2CCN(c3ccccc3O)CC2)on1 | -7.5
COc1cc(CNc2ccc(OC)nc2)c2c(c1)CC(C)O2 (stereo not drawn) | 0.0
CC(C)CCN(C(=O)CN(C)C1CCCCCC1)c1c(N)n(Cc2ccccc2)c(=O)[nH]c1=O | 0.3
O=[N+]([O-])c1cc(S(=O)(=O)N2CCOCC2)ccc1NN=C1CCCC1 | -17.7
COC(=O)C(Cc1c[nH]c2ccccc12)NC(=O)C(CCSC)N1C(=O)c2ccccc2C1=O (stereo not drawn) | -4.1
Cn1ccnc1CN(C(=O)c1scc2c1CCCC2)C1CC1 | -27.6
Cc1oc(-c2ccccc2NS(C)(=O)=O)nc1CN(C)C1CCSC1 (stereo not drawn) | -5.9
COCC(C)NC(=O)CSc1nc2ccccc2c(=O)n1-c1cccc(C)n1 (stereo not drawn) | -25.7
CC(C)C(=O)NCC(=O)N1CCC2(CC1)c1ccccc1[C@@H](N)[C@@H]2O | -14.5
N#CCCN(Cc1ncc(-c2ccccc2Cl)o1)CC1CC1 | -5.6
Cc1ccc(CN2CCCC(CNC(=O)c3ccc(F)cc3)C2)o1 (stereo not drawn) | 5.3
CC(=O)NCCNC(=O)c1nonc1N | -4.6
COc1ccc(S(=O)(=O)NNC(=O)c2cncn2-c2ccc(F)cc2)cc1 | -6.0

Taken from the entries so far for reference:
SMILES | mcGAS MS inh
CCOc1cc2c(cc1OCC)CN(Cn1nc(C3CC3)n(CC)c1=S)CC2 | -7.0
Cc1nc2ccccn2c1P(=Nc1ccc([N+](=O)[O-])cc1)(N1CCOCC1)N1CCOCC1 | -8.3
O=C1COc2cc(NC(=O)N(Cc3cccnc3)CC3CCCO3)c(Cl)cc2N1 (stereo not drawn) | -6.2
Cc1cc(C)cc(NC(=O)CCn2cnc3sc4c(c3c2=O)CCCC4)c1 | -8.6
CN1CCN([C@H]2CN(Cc3ccc(Sc4nncn4C)o3)C[C@@H]2O)CC1 | -27.3
O=C(c1cccnc1)N1CCc2c(ncnc2NCCn2cccn2)C1 | -23.5
Cc1nc(C(C)NC(=O)c2[nH]c3c(C)ccc(C)c3c2C)n[nH]1 (stereo not drawn) | -19.2

Additional compounds follow.
SMILES | mcGAS MS inh
CCN(C(=O)c1ccc(Br)cc1F)c1cccc(C)c1 | -4.5
OCC1(CCCc2ccccc2)CCN(Cc2ccc3c(c2)OCCO3)CC1 | -3.7
Cc1ccc(-n2nc3c(c2NC(=O)c2ccc(S(=O)(=O)N(C)C)cc2)CS(=O)(=O)C3)cc1C | -3.4
CC1CC(C)CN(S(=O)(=O)N2CCCC2C(C)C)C1 (stereo not drawn) | 1.1
CC1(C(=O)NS(=O)(=O)c2cccc(OC(F)F)c2)CCN1C(=O)c1ccccc1 (stereo not drawn) | -1.2
Cc1nc(C)c(CNC(=O)Cc2ccc(C#N)cc2)s1 | -2.0
COc1cc(CNCc2cccnc2Oc2ccccc2C)ccc1F | -11.5
COCOc1cccc(CN2CCC2(C)C(=O)Nc2cccc(OC)c2)c1 (stereo not drawn) | -9.6
Clc1ccc(-c2csc(NN=Cc3ccccc3)n2)cc1 | -20.7
O=C(NC1=NCCS1)c1cc(S(=O)(=O)N2CCN(c3ccccc3)CC2)ccc1Cl | -4.9
Cc1nonc1C(=O)N1CCC(CCC(=O)Nc2ccccc2)CC1 | 0.0
CN(C)C(=O)CSc1ncnc2sc3c(c12)CCCC3 | 6.9
CCCc1ccc(CN2CCn3nc(C(=O)N4CCN(C)CC4)cc3C2)o1 | -12.8
COCCn1c(C)cc(O)c(C(c2cccc(OC)c2)N2CCN(c3ccccc3F)CC2)c1=O (stereo not drawn) | -8.4
COCC1(NC(=O)Nc2nc(C)ns2)CCCC1 | -18.9
CCCOc1cccc(C(=O)N2c3ccccc3CCC2C)c1 (stereo not drawn) | 0.8
CCCCCCOc1ccccc1C(N)=O | -9.1
CNc1ncc(CN(C)C(=O)c2cccc(-n3cccn3)c2)cn1 | -15.7
Cc1ccc(Sc2ccc(NC(=O)CN(CC(N)=O)C(C)C)cc2)c(C)c1 | -2.0
Cc1ccc2oc3c(c(=O)c2c1)C(c1cccc([N+](=O)[O-])c1)N(c1cc(C)on1)C3=O (stereo not drawn) | -13.6
Cc1cnc(C(=O)N2CCOC(COc3ccc(Cl)c(C)c3)C2)cn1 (stereo not drawn) | -3.4
Cn1c(=O)c2c(nc(CN3CCOCC3)n2Cc2ccc(Cl)c(Cl)c2)n(C)c1=O | -3.3
COc1cccc(-n2cc(CN(C)Cc3cnc(S(C)(=O)=O)n3CC(C)C)cn2)c1 | -10.7
COc1c(C)cc(CN(C)C(=O)NCc2ccncc2)cc1C | -3.5
O=C(NC1CCc2[nH]ncc2C1)c1ccc(OC2CCCC2)cc1 (stereo not drawn) | -1.2
CCOC(=O)CCCSc1nc(N)c2c(C)c(C)sc2n1 | -10.7
CC(C)Cc1ccc(CN2CCCC(NC(=O)CCc3cnn(C)c3)C2)cc1 (stereo not drawn) | -10.1
